# GPR55 antagonists = GPR55 antagonists blocking LPI-driven arrestin recruitment, primary screen, imaging, U2OS, beta-arrestin-GFP, LPI agonist (AID 2013); U2OS GPR55 beta-arrestin-GFP translocation imaging, LPI antagonism; higher % means a stronger effect; inhibition, % at 10 µM, or IC50 in µM where a hit was titrated; hit rate 0.13% among 290,000;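 active = spots per cell inhibited over 60%, with over 100 cells counted and total cytoplasm intensity under 500,000; inconclusive = wells with under 100 cells, flagged as likely toxic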;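 note: U2OS cells stably carrying GPR55 and arrestin-GFP stimulated by 5 µM LPI near EC80; imaged beta-arrestin-GFP aggregate spots per cell after agonist stimulation; plate controls were LPI-stimulated DMSO wells for no effect and DMSO wells without LPI for full effect; some results filed as inactive read as strong as hits; confirmed hits need IC50 under 10 µM and bright autofluorescent wells are also inconclusive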
# NOD1 inhibition = NOD1 signaling inhibitors, primary screen, cell-based, luminescence, uHTS (AID 1578). NOD1-driven NF-kB luciferase reporter cells, luminescence; higher % means a stronger effect. one-dose inhibition, % at 4 µM; EC50 in µM for titrated hits. hit rate 1% among 290,000; in the data active = inhibition mostly above about 36%, no sharp cut-off; inactive = mostly below about 34%;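 note: HEK-293T reporter cells stimulated with the NOD1 agonist gamma-tri-DAP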
# GPR55 beta-arrestin = GPR55 agonists via beta-arrestin recruitment, primary screen, imaging, U2OS cells, beta-arrestin-GFP redistribution (AID 1961); U2OS GPR55 beta-arrestin-GFP redistribution imaging; higher % means a stronger effect; activation, % at 10 µM; hits with a dose series show EC50 in µM; hit rate 0.048% among 290,000;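 active = activation above 40% with more than 50 cells counted in the well; inconclusive = wells holding fewer than 50 cells, flagged as toxic or sparse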;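 note: U2OS osteosarcoma cells stably expressing GPR55 and beta-arrestin-GFP; plate controls were DMSO negative control for no effect and LPI positive control for full effect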
# GPR35 arrestin U2OS = GPR35 antagonists blocking zaprinast-driven arrestin recruitment, primary screen, imaging, U2OS, beta-arrestin-GFP, zaprinast agonist (AID 2058). hit rate 0.052% among 290,000. U2OS GPR35 beta-arrestin-GFP translocation imaging, zaprinast antagonism; higher % means a stronger effect. inhibition, % at 10 µM; hits with a dose series show IC50 in µM;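 active = inhibition of at least 50% with at least 30 cells and total cytoplasm GFP at most 10,000,000; inconclusive = under 30 cells or total GFP of 10,000,000 plus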
# KOR beta-arrestin-1 = kappa opioid receptor blockers – cell-based, luminescence, uHTS (AID 1778); KOR beta-arrestin recruitment, luminescence, antagonist mode; higher % means a stronger effect; inhibition, % at 10 µM; hits with a dose series show IC50 in µM; hit rate 0.091% among 290,000; in the data active = inhibition above about 50%; note: strong numbers were not always called active
# Siah-1 displacement = Siah-1 peptide-binding antagonists, primary screen, biochemical, fluorescence polarization, rhodamine-plectin, uHTS (AID 1817). hit rate 0.02% among 290,000. displacement, % at 20 µM; hits with a dose series show IC50 in µM. Siah-1 / rhodamine-plectin peptide fluorescence polarization; higher % means a stronger effect;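 active = displacement of at least 50% at 20 µM, with a fluorescence ratio check between 0.3 and a set limit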;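 note: plate controls were Siah plus tracer with DMSO for no effect and tracer alone without Siah for full effect; strong numbers were not always called active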
# KOR beta-arrestin-2 = KOR agonists, beta-arrestin recruitment, primary screen, cell-based, luminescence, uHTS (AID 1777); one-dose activation, % at 10 µM; EC50 in µM for titrated hits; KOR beta-arrestin recruitment, luminescence; higher % means a stronger effect; hit rate 0.02% among 280,000; in the data active = activation above about 50%, passing the limit was not always enough; note: a part of the inactive calls stands beside numbers as strong as those of hits
# HIV fusion peptide = inhibitors of HIV fusion peptide binding, primary screen, biochemical, uHTS, fluorescence dequenching (AID 1986). cell-free peptide binding, fluorescence dequenching, 30 min; higher % means a stronger effect. one-dose inhibition, % at 20 µM; IC50 in µM for titrated hits. hit rate 0.3% among 290,000; in the data active = inhibition mostly above about 52%, no sharp cut-off; inactive = mostly below about 76%; note: some results filed as inactive read as strong as hits
# AID2073 = disruptors of CaV2.2 binding to Mint1 – biochemical, HTRF (AID 2073). hit rate 0.19% among 290,000. HTRF protein-protein interaction, Mint1-CaV2.2; higher % means a stronger effect. one-dose inhibition, % at 20 µM; IC50 in µM for titrated hits; in the data active = inhibition mostly above about 51%, no sharp cut-off; inconclusive = no clear call, values can overlap the other calls; inactive = mostly below about 53%; note: some results filed as inactive read as strong as hits
# * = called active by the depositor; ? = inconclusive; [ ] = another dose, or the depositor's remark.
# Order of results – GPR55 antagonists	NOD1 inhibition	GPR55 beta-arrestin	GPR35 arrestin U2OS	KOR beta-arrestin-1	Siah-1 displacement	KOR beta-arrestin-2	HIV fusion peptide	AID2073
- Cc1ccn2cc(CCNS(=O)(=O)c3ccc4ccccc4c3)nc2c1
    10%	-15%	-0.1%	4%	-10%	7%	6.3%	1.0%	9%
- O=C(O)c1ccc(/C=N/NC(=S)NCCN2CCOCC2)cc1
    2%	-16%	-0.1%	-2%	-34%	-5%	1.1%	-0.4%	-10%
- COc1ccccc1NC(=S)N1CCN(C(=O)C2CCCO2)CC1 (configuration not stated)
    2%	-43%	-0.2%	0%	-10%	-4%	-4.3%	-1.0%	-12%
- CC(C)(C)C(=O)NC(=S)Nc1cc(C(=O)O)ccc1Cl
    -8%	-15%	-0.1%	-29%	28%	0%	1.2%	-1.2%	?
- Cc1ccc(C)c(NC(=O)CCC(=O)NN=C2CCCC2)c1
    -9%	-11%	-0.1%	-5%	-18%	1%	2.8%	-0.2%	-1%
- O=C(Nc1ccc2c(c1)OCO2)c1cc(-c2cccc(O)c2)on1
    -3%	-15%	0.0%	8%	-61%	0%	14%	1.5%	6%
- O=C1NC(c2ccc(-c3ccccc3[N+](=O)[O-])o2)C(C(=O)c2ccc(Cl)cc2)C(O)(C(F)(F)F)N1 (configuration not stated)
    18%	-20%	0.3%	-15%	-5%	-3%	4.2%	4.5%	-3%
- CC1CCCC(NC(=O)CN2CCN(Cc3ccc(Cl)cc3)C2=O)C1C (configuration not stated)
    10%	13%	0.4%	-1%	33%	2%	-3.7%	-1.6%	16%
- Cc1nc(NC(C)(C)CO)c([N+](=O)[O-])cc1[N+](=O)[O-]
    -4%	-20%	0.2%	-4%	18%	6%	-4.2%	-2.3%	2%
- CN(c1ccccc1C(=O)NCc1ccco1)S(C)(=O)=O
    2%	-17%	-0.1%	5%	39%	8%	-2.4%	17%	1%
- O=C(Nc1ccccc1N1CCCC1)c1cc2ccccc2o1
    -7%	-27%	-0.2%	0%	-14%	2%	4.2%	1.2%	-2%
- CCc1nc(SCC(=O)Nc2ccc(F)cc2F)c2c(=O)n(C)c(=O)n(C)c2n1
    20%	-9%	0.3%	1%	8%	9%	-2.1%	3.4%	22%
- CCOC(=O)c1c(SC)nc(SC)c2c1CCC2
    -11%	-11%	-0.2%	18%	26%	0%	0.4%	-2.1%	-4%
- C/C(CCC1CC(C)OC1=O)=N\NC(N)=O (configuration not stated)
    1%	4%	-0.2%	-6%	21%	5%	1.5%	-0.1%	7%
- CCc1ccccc1NC(=O)CSc1nnc(Cn2nnc3ccccc32)n1C
    -5%	-10%	-0.4%	-11%	24%	6%	5.3%	0.6%	-1%
- O=C(NCc1ccc(Cl)cc1)c1cc(=O)[nH]c2ccccc12
    3%	28%	-0.1%	-16%	-54%	-4%	5.1%	-2.9%	11%
- Cc1ccc2c(c1)N(CCCC(=O)NCc1ccc3c(c1)OCO3)C(=O)CO2
    -4%	-22%	-0.3%	-8%	-17%	0%	4.0%	-0.2%	9%
- CCCCNC(=O)Nc1nnc(-c2ccc(Cl)cc2)o1
    3%	-16%	0.3%	0%	-22%	-1%	-0.1%	-1.6%	0%
- Cc1cc(NN)nc(NS(=O)(=O)c2ccc(Cl)cc2)n1
    7%	-32%	0.0%	-10%	-19%	1%	3.0%	-1.9%	-13%
- NC(Cc1ccc(O)cc1)c1cn([C@@H](CCC(=O)O)C(=O)N2CCNCC2)nn1 (some centres not stated)
    7%	-26%	-0.1%	-5%	-3%	4%	-1.4%	1.1%	3%
- Cc1ccsc1CN(C)CC(=O)Nc1ccc([N+](=O)[O-])cc1Cl
    0%	-6%	-0.2%	-6%	-4%	12%	-4.7%	-1.2%	-9%
- Cc1ccccc1N(CC(=O)N1CCc2ccccc2C1)S(C)(=O)=O
    -1%	-4%	-0.1%	17%	10%	11%	-1.6%	2.6%	6%
- Cc1ccc(C)c(N2CCN(C(=O)c3cc4ccccc4oc3=O)CC2)c1
    13%	-16%	-0.1%	0%	4%	7%	-1.5%	-0.4%	0%
- O=C1CCN(CCc2ccccc2)CCN1CCO
    3%	-11%	0.8%	-10%	-2%[20 µM]	-9%	-6.4%	-0.6%	-2%
- O=C(O)c1cc2nc(-c3ccc(F)cc3)cc(C(F)(F)F)n2n1
    -8%	-6%	-0.1%	-5%	-40%	0%	5.1%	0.5%	7%
- CCOC(=O)c1c(-c2cccs2)csc1NC(=O)c1ccco1
    15%	-19%	0.2%	16%	7%	10%	-3.3%	1.9%	8%
- O=C(CN1CCN(S(=O)(=O)c2ccccc2)CC1)Nc1ccc(Cl)cn1
    -2%	-33%	-0.2%	-8%	-8%	1%	-3.3%	-0.7%	0%
- NC(=O)C1CCN(C(=O)c2cc3ccccn3n2)CC1
    10%	0%	-0.2%	-9%	-3%	-2%	-0.3%	-0.9%	1%
- Cc1cc2ccccc2c(=O)n1CC(=O)NCCC1=CCCCC1
    -4%	12%	-0.5%	5%	-11%	-2%	0.3%	-2.7%	-10%
- O=C(c1cccc(S(=O)(=O)NCc2ccccc2)c1)N1CCN(Cc2ccccc2)CC1
    -8%	-7%	-0.1%	1%	1%	1%	2.9%	0.5%	44%
- COc1ccc(/C=C2\SC(=S)N(CC(=O)NC3CCS(=O)(=O)C3)C2=O)cc1 (configuration not stated)
    0%	-13%	-0.2%	-4%	-12%	-3%	0.0%	0.5%	-1%
- COc1cc(Cl)c(C)cc1NC(=O)COC(=O)c1cc[n+]([O-])cc1
    11%	-12%	-0.6%	8%	9%	-6%	-2.0%	-1.3%	-12%
- Cc1nc(C(=O)NNC(=O)c2c(-c3c(Cl)cccc3Cl)noc2C)cs1
    17%	-2%	-0.2%	3%	22%	9%	3.3%	1.7%	-1%
- COc1ccc2c(c1)-c1nc(/N=C/c3ccc(O)cc3)sc1CC2
    3%	-20%	0.0%	-2%	21%	0%	0.2%	8.7%	-1%
- COc1ccc(C(C(=O)NC(C)(C)C)N(CCO)C(=O)CCC(=O)Nc2cc(C)on2)cc1 (configuration not stated)
    1%	-26%	0.3%	-6%	-26%	4%	0.9%	-1.5%	11%
- Clc1ccccc1OCCCn1ccnc1
    -2%	-26%	-0.3%	-5%	-20%[20 µM]	1%	-1.4%	-0.5%	-4%
- Cc1n[nH]c(C)c1Sc1ccccc1N=Cc1cc([N+](=O)[O-])ccc1O
    9%	4%	0.0%	-25%	-1%	-6%	-1.4%	21%	6%
- C=CCNC(=O)c1ccc(C(=O)c2ccccc2)cc1
    -7%	-10%	-1.0%	-2%	-8%	-1%	-3.0%	9.5%	0%
- CCOC(=O)C1CCN(C(=O)COc2ccc(S(=O)(=O)N3CCCC3)cc2C)CC1
    -3%	-21%	0.2%	2%	-4%	-1%	0.2%	-0.7%	-10%
- CCOC(=O)C(=O)NNc1ccccc1OC
    6%	-3%	-0.1%	-7%	-21%	13%	-2.2%	0.9%	-5%
- Cc1ccc(C)c(N2CCN(C(=O)COc3cc(=O)n(C)c4ccccc34)CC2)c1
    6%	-21%	-0.2%	-5%	-17%	-1%	2.9%	9.7%	4%
- COc1ccc(-c2noc(CCC(=O)NCCN3CCN(c4ccccc4F)CC3)n2)cc1
    6%	6%	0.0%	-11%	-31%	1%	1.0%	-3.1%	0%
- N#C/C(=C\c1ccc2c(c1)OCCO2)C(=O)Nc1nccs1
    -13%	-50%	-0.1%	-1%	-9%	-2%	-0.4%	-0.1%	13%
- CNC(=O)c1ccc2c(c1)nnn2C
    8%	-5%	-0.3%	10%	18%	4%	-3.1%	0.7%	2%
- Cc1cc(C)n(-c2nc3sc4c(c3c(=O)[nH]2)CCCC4)n1
    19%	50%	0.2%	8%	36%	-4%	-9.2%	-0.3%	7%
- CCc1ccc(N2C(=O)C(Cl)=C(N3CCCCCC3)C2=O)cc1
    4%	-5%	-0.1%	-5%	-1%	3%	1.8%	1.6%	15%
- CCOc1ccccc1C(=O)NCC(=O)O
    12%	-27%	0.3%	12%	1%	2%	-1.2%	0.7%	12%
- COc1ccc(CNC(=O)CCSCc2cccc(Cl)c2)cc1
    4%	-35%	0.2%	-2%	-4%	9%	0.1%	0.9%	-1%
- Cc1ccc(C)c(NC(=S)NCCCN2CCOCC2)c1
    9%	-5%	-0.3%	2%	-20%	-7%	5.7%	1.7%	1%
- C/C(=N\NC(=O)c1ccc(OC2OCCOC2Oc2ccc(C(=O)N/N=C(\C)c3ccncc3)cc2)cc1)c1ccncc1 (configuration not stated)
    14%	-8%	-0.2%	3%	3%	1%	0.4%	23%	27%
- Cc1cc(OCC(=O)N2CCN(c3ccccn3)CC2)cc(C)c1Br
    -10%	-22%	-0.1%	-7%	-12%	1%	1.2%	0.7%	-2%
- CCOC(=O)C1CCCN(c2c(N3CCOCC3)c(=O)c2=O)C1 (configuration not stated)
    -3%	12%	-0.2%	-1%	17%	1%	0.5%	1.3%	2%
- COc1cc(N2CCCC2)c(OC)cc1/C=c1/sc2nc3ccccc3n2c1=O
    43%	-22%	4.8%	?	14%	-7%	2.3%	-3.3%	13%
- O=C(Nc1ccc(Cl)c(Cl)c1)Nc1nnc(CC2=CCCCC2)s1
    5%	-9%	0.3%	-6%	-13%	0%	2.6%	3.4%	3%
- Nc1nc(SCC(=O)Nc2ccc(OCc3ccccc3)cc2)n[nH]1
    -4%	-3%	0.6%	4%	21%	6%	-0.9%	-1.8%	1%
- C/C(CCC(C)C)=N\NS(=O)(=O)c1ccc(C)c([N+](=O)[O-])c1
    4%	10%	0.3%	-7%	45%	0%	-3.7%	-1.0%	-11%
- CC(Oc1ccc(F)cc1)C(O)CCN(C)C (configuration not stated)
    4%	-16%	0.2%	7%	-4%	10%	-1.7%	-2.0%	1%
- COc1cc(OC)cc(C(=O)Nc2ccccc2C(=O)NCc2cccnc2)c1
    -5%	-27%	0.0%	-1%	-15%	7%	-1.2%	1.9%	11%
- Cn1nc(C(C)(C)C)cc1NC(=O)Nc1cc(Cl)cc(Cl)c1
    3%	-12%	0.1%	-6%	11%	-2%	-1.3%	1.0%	5%
- O=C(CCNC(=O)c1ccco1)NCc1ccccc1
    6%	-8%	-0.1%	14%	-42%	2%	2.2%	2.4%	-2%
- CCCCCC(=O)Nc1ccc2oc(-c3cncc(Br)c3)nc2c1
    -7%	-21%	-0.1%	16%	-48%	-1%	5.8%	-2.1%	-2%
- Cc1ccc(/C=N/n2c(C)n[nH]c2=S)o1
    16%	20%	-0.1%	15%	-5%	0%	-0.1%	0.1%	-39%

# High-throughput results from PubChem BioAssay.

# This is a subset; rates above refer to the full screens.
